Screening data (PubChem BioAssay)
Insulin prom up: MIN6 insulin promoter up-regulation | MIN6 insulin promoter-GFP reporter, high-content imaging; active compounds read high | z-score at 5 µM | actives 0.3% (n = 190,000) | AID 1625;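 active = z-score above 3 at 5 µM with at least 500 cells counted in the well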
Dynein transport: dynein cargo transport inhibition; actives 0.47% (n = 220,000); z-score, hits read low; 3617.4 mouse cells, GR-EGFP nuclear translocation imaging; test concentration mostly 20 µM; stimulated with dexamethasone, 1 µM; active compounds read low;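 active = plate z-score of nuclear minus cytoplasmic receptor signal below a set negative limit, without overly bright fluorescence or cell loss, cut at about -3.5 in these data, passing the limit was not always enough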;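 also: z-score of nuclear minus cytoplasmic ring GR-EGFP intensity difference per well; some compounds called inactive have numbers as strong as hits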
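Also added – dexamethasone, 1.0 µM final · Buffer or medium – tet-free, stripped-serum medium · Schedule – induction 48 h, compound 1 h, agonist 30 min · Detection – formaldehyde fixation, Hoechst nuclear stain, 10x automated fluorescence imaging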
Autophagy mod: modulators of autophagy; MEF GFP-LC3 puncta imaging; test concentration mostly 10 µM; calls only at 10 µM (by protocol); actives 0.98% (n = 190,000);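 active = percentage of spot-positive cells more than 3 SD above its plate mean, without a fluorescence outlier flag or 80% toxicity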;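 also: spot-positive cell cutoff set from DMSO-treated cells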
HIV peptide binding: inhibitors of HIV fusion peptide binding, primary screen, biochemical, uHTS, fluorescence dequenching (AID 1986); cell-free peptide binding, fluorescence dequenching, 30 min; higher % means a stronger effect; inhibition, % at 20 µM, or IC50 in µM where a hit was titrated; actives 0.3% (n = 290,000); in the data active = inhibition mostly above about 52%, no sharp cut-off; inactive = mostly below about 76%; also: some results filed as inactive read as strong as hits
Yfh1-off respiration: mitochondrial function rescue without frataxin homolog – Friedreich's ataxia, plus single-dose screen, dose response (AID 1465). fold induction at 50 µM, or EC50 in µM where a hit was titrated. S. cerevisiae Yfh1-off respiration, WST-1 reduction, 72 h; higher fold induction means a stronger effect. actives 0.074% (n = 220,000);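 active = fold induction of absorbance versus untreated yeast above a set limit, then at least 30% activation at any dose in follow-up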;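 also: activators that raise dye reduction in frataxin-depleted yeast; strong numbers were not always called active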
MT stabilize HCS: stabilizes microtubules in HeLa cells | HeLa tubulin immunostaining HCS, 24 h; share of cells brighter than vehicle mean+2SD | % tubulin-high responders, % at 10 µM | actives 0.83% (n = 200,000);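 active = plate Z-score above 3 for both tubulin-high and condensed-nucleus cell shares, with cell loss under 80%, at 10 µM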;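 also: anti alpha tubulin signal scored within the nucleus-defined area of each cell; some results filed as inactive read as strong as hits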
WT yeast gro inh: growth inhibition of WT yeast, mitochondrial fusion screen | mitochondrial fusion phenotypic screen, WT strain | inhibition, % at 10 µM | actives 2.1% (n = 190,000); in the data active = inhibition above about 58%; tested in S. cerevisiae
b-catenin transl: modulators of beta-catenin nuclear translocation | actives 0.3% (n = 190,000) | AID 1665 | nuclear translocation activity, % at 5 µM | HeLa beta-catenin nuclear translocation, immunofluorescence imaging;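 active = nuclear translocation activity above 50% at 5 µM, with a well cell count of 50 or more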;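 also: per-cell ratio of nuclear to cytoplasmic median beta-catenin stain intensity; plate controls were DMSO negative control for no effect and GSK-3 inhibitor IX positive control for full effect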
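Test system: human HeLa cell line; Doses: 5 µM primary, 0.02–20 µM confirmation; Incubation: 24 h compound exposure, 37°C; Detection: beta-catenin immunofluorescence imaging with DAPI; Read-out: beta-catenin nuclear/cytoplasmic ratio, % activation.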
AID2073: inhibitors of Mint1-CaV2.2 protein interaction, biochemical, HTRF (AID 2073); actives 0.19% (n = 290,000); inhibition, % at 20 µM; hits with a dose series show IC50 in µM; HTRF protein-protein interaction, Mint1-CaV2.2; higher % means a stronger effect; in the data active = inhibition mostly above about 51%, no sharp cut-off; also: some results filed as inactive read as strong as hits
WT yeast gro inh mutant strain: second read-out of WT yeast gro inh, no call of its own (marks repeat the call); inhibition, %; mitochondrial fusion phenotypic screen, mutant strain inhibition
Dynein transport cytoplasmic EGFP: recorded beside Dynein transport, whose call it bears; z-score; measured here: cytoplasmic GR-EGFP intensity; active compounds read high
Dynein transport nuclear GR-EGFP: second read-out of Dynein transport, no call of its own (marks repeat the call); z-score; measured here: nuclear GR-EGFP intensity;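 lower value marks the stronger effect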
Dynein transport cell count: second read-out of Dynein transport, no call of its own (marks repeat the call); z-score; measured here: cell count per field
Insulin prom up cell count: also measured in Insulin prom up; calls as there; cell count; measured here: cytotoxicity, nuclei count;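 total cells summed across four imaged fields per well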
b-catenin transl cell count 5 µM: second read-out of b-catenin transl, no call of its own (marks repeat the call); cell count; measured here: cell count, cytotoxicity flag
MT stabilize HCS Hoechst-high %: recorded beside MT stabilize HCS, whose call it bears; % Hoechst-high responders; measured here: nuclear condensation Hoechst responders;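 share of cells brighter than vehicle mean plus two SD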
MT stabilize HCS cytotoxicity %: also measured in MT stabilize HCS; calls as there; toxicity, %; measured here: cytotoxicity by cell density;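 0% = mean cell density of plate MIN control wells and 100% = no cells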
Autophagy mod cell loss 18 h: second read-out of Autophagy mod, no call of its own (marks repeat the call); toxicity, %; measured here: cell loss, nuclei count;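 cell loss after 18 h compound exposure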
* marks the source's active call; other numbers are inactive results; i = inactive; . = not tested or not shown.

SMILES | Insulin prom up | Insulin prom up cell count | Dynein transport | Dynein transport cytoplasmic EGFP | Dynein transport nuclear GR-EGFP | Dynein transport cell count | Autophagy mod | Autophagy mod cell loss 18 h | HIV peptide binding | Yfh1-off respiration | MT stabilize HCS | MT stabilize HCS Hoechst-high % | MT stabilize HCS cytotoxicity % | WT yeast gro inh | WT yeast gro inh mutant strain | b-catenin transl | b-catenin transl cell count 5 µM | AID2073
O=C(COC(=O)C1(c2ccccc2)CC1)N1CCN(c2ccc(F)cc2)CC1 | . | . | 0.623 | -0.337 | 0.468 | 0.143 | i | 21.1 | -3.4% | i | 2.7 | 2.7 | 1.6 | 14.3 | 34.0 | 0.3 | 1161 | 0.5%
O=C(NCc1n[nH]c(=S)n1-c1ccc(Cl)c(Cl)c1)c1ccc(S(=O)(=O)N2CCOCC2)cc1 | 0.15 | 1259 | 2.1 | -0.244 | 1.21 | -1.2 | i | 19.0 | -2.6% | i | 2.2 | 1.7 | 5.6 | 1.0 | 15.3 | 4.2 | 1165 | -1.6%
COc1ccc2cc(CN(CCO)C(=O)c3ccccc3F)c(=O)[nH]c2c1 | -0.23 | 1179 | -0.179 | -0.00388 | -0.0936 | 0.9 | i | -3.2 | 1.3% | . | 3.3 | 2.2 | 1.3 | 3.6 | 10.9 | . | . | 0.4%
CCCS(=O)(=O)c1c(S(=O)(=O)CCC)c2c(N)cccn2c1C(=O)c1ccc(Br)cc1 | -0.4 | 1347 | 0.143 | 0.75 | 0.675 | 0.13 | i | -9.4 | 59.4% | i | 3.1 | 1.8 | 3.7 | 8.3 | 3.2 | 6.7 | 490 | 11.0%
CS(=O)(=O)N1CCCC(C(=O)NCCCN2CCOCC2)C1 (stereo not drawn) | 0.13 | 1647 | 1.66 | -0.303 | 1.84 | -1.95 | i | 33.8 | 4.6% | i | 4.4 | 2.9 | 7.4 | 8.3 | 24.1 | -2.5 | 949 | 12.4%
O=C(CSc1nnc2c(Cl)cc(C(F)(F)F)cn12)Nc1ccc2c(c1)OCO2 | -0.5 | 1109 | -0.92 | 0.0879 | -0.501 | 0.603 | i | 7.5 | 0.3% | i | 3.4 | 1.9 | 5.2 | 5.3 | -1.0 | -0.5 | 1235 | 2.6%
COC(=O)c1cc2c(ccn2-c2ccc(F)cc2)n1CC(=O)OC(C)C | -1.32 | 1377 | 0.301 | -0.282 | 0.392 | 0.17 | i | -4.0 | 0.9% | i | 3.6 | 1.4 | 6.6 | -3.0 | -14.2 | -0.2 | 1077 | -0.8%
COc1ccc(NC(=O)CCNS(=O)(=O)c2ccc3c(c2)c(=O)n(C)c(=O)n3C)cc1OC | -0.42 | 1235 | -0.00502 | -0.348 | -0.338 | 0.377 | i | 7.3 | 0.6% | i | 4.7 | 1.2 | 3.4 | -10.0 | 3.0 | -0.7 | 1188 | 11.3%
CC(C)C(=O)O/N=C1\CCS(=O)(=O)c2sccc21 | -0.21 | 1519 | -0.526 | -0.278 | -0.322 | 0.706 | i | 5.1 | -1.2% | i | 1.6 | 1.0 | 2.5 | 5.5 | 2.7 | -0.5 | 1529 | -4.7%
Cc1cc(=O)oc2cc(OCC3CC(c4ccccc4Cl)=NO3)ccc12 (stereo not drawn) | . | . | 0.21 | -0.209 | 0.113 | 0.579 | i | 71.2 | -2.8% | i | 13.3 | 33.5 | 52.9 | 4.6 | -14.7 | 168.0* | 228* | -2.9%
CCC(C)NC(=O)c1cnc2n(c1=O)CCS2 (stereo not drawn) | 0.19 | 1873 | -0.655 | -0.192 | -0.133 | 0.884 | i | 9.1 | -2.5% | i | 4.0 | 2.2 | 8.3 | -2.6 | 5.2 | 0.3 | 1098 | 2.2%
S=C(c1ccc(-c2ccccc2Cl)o1)N1CCOCC1 | 0.29 | 1115 | -0.347 | 0.0417 | 0.383 | 0.0106 | i | -14.5 | -1.4% | i | 6.2 | 2.6 | 4.2 | 6.6 | 6.5 | -2.6 | 1248 | 44.6%
Cc1ccc2c(c1)C(=O)c1ccccc1CS2=O (stereo not drawn) | 0.51 | 1295 | -0.276 | 0.213 | -0.387 | 0.0722 | i | -9.0 | -0.8% | i | 6.1 | 1.9 | 4.0 | -21.6 | 5.8 | 2.5 | 468 | -10.4%
CCOC(=O)c1nn(-c2ccccc2)c(C#N)c1NC(=O)c1nn(CC)cc1Br | -0.37 | 1297 | 0.663 | -0.232 | 0.274 | -0.379 | i | 6.8 | 0.2% | i | 2.0 | 0.9 | 0.1 | -5.3 | 23.2 | 0.0 | 1136 | 12.4%
CCc1ccccc1NC(=S)N=Nc1c(O)n(C)c2ccc(S(=O)(=O)N3CCOCC3)cc12 | -2.95 | 779 | 0.624 | -0.232 | 0.851 | 0.0863 | i | 13.6 | -1.2% | i | 5.0 | 1.7 | 2.1 | 72.1* | 19.4* | -2.1 | 502 | -6.7%
Cc1c(-c2cccs2)[n+](=O)c2c(n1[O-])CCCCC2 | 0.51 | 1230 | -0.36 | -0.359 | -0.149 | -0.182 | i | 5.8 | 5.3% | i | 3.4 | 1.6 | 8.7 | 58.0* | 37.6* | 2.8 | 1191 | -5.3%
O=C(c1ccc2c(c1)OCO2)N1CCC2(CC1)Oc1ccc(Cl)cc1C(=O)C21CC(c2ccc(Cl)cc2)=NO1 (stereo not drawn) | -1.3 | 910 | -1.58 | -0.772 | -0.582 | 0.632 | . | . | -0.4% | i | . | . | . | . | . | -1.0 | 1248 | 11.4%
COc1ccc(C)cc1NC(=O)C(Sc1nncn1C)c1ccccc1 (stereo not drawn) | -0.36 | 1649 | -0.539 | -0.235 | -0.505 | 0.372 | i | 13.3 | -1.3% | i | 4.8 | 3.5 | 10.1 | 1.5 | 6.0 | 0.6 | 981 | 2.3%
O=C(OCC(=O)N1CCCCCC1)c1ccc(Cl)c(S(=O)(=O)N2CCCC2)c1 | 0.63 | 1245 | 0.396 | -0.303 | 0.105 | -0.148 | i | 6.5 | -0.9% | i | 4.1 | 2.5 | 9.6 | 6.6 | 1.5 | -3.7 | 1112 | -6.5%
CCOC(=O)Cn1c(CN2CC(C)OC(C)C2)nc2c1c(=O)n(C)c(=O)n2C (stereo not drawn) | 0.46 | 1175 | -1.63 | -0.215 | -0.687 | 1.08 | i | 1.0 | 1.6% | i | 1.6 | 1.1 | 6.7 | 2.9 | 1.2 | -0.8 | 1112 | 5.8%
O=C(COc1ccc(S(=O)(=O)NCc2ccccc2)cc1)NCC1CCCO1 (stereo not drawn) | 0.64 | 1339 | -0.258 | -0.303 | 0.0273 | 0.445 | i | 2.8 | -2.2% | i | 1.3 | 2.0 | 9.7 | 10.7 | -2.2 | . | . | -1.3%
Cc1ccc(-c2c[n+](CC(=O)Nc3c(C)cccc3C)c3n2CCC3)cc1 | 0.28 | 1153 | 1.16 | -0.0734 | 0.47 | -2.22 | . | . | -1.2% | i | . | . | . | . | . | 1.0 | 1293 | 7.1%
CCNC(=O)CSc1nnc(-c2ccccc2Br)n1-c1cccc(C(F)(F)F)c1 | 0.48 | 1566 | 0.788 | -0.136 | 1.06 | -0.955 | i | 17.0 | -0.9% | i | 4.0 | 1.9 | 2.8 | -6.4 | 5.3 | 4.3 | 1004 | -4.3%
Cc1cc(NC(=O)COC(=O)CCNS(=O)(=O)c2cccc(C(F)(F)F)c2)no1 | -0.8 | 1513 | 0.597 | -0.175 | 0.303 | -0.222 | i | 28.2 | -0.6% | i | 2.6 | 1.4 | 4.7 | -4.3 | -0.6 | -2.3 | 1130 | -7.3%
CC(C)(C)Cc1nnc(NC(=O)Cc2cccs2)s1 | 0.03 | 1665 | -1.34 | -0.291 | -0.569 | 0.578 | i | 2.2 | 8.0% | i | 1.0 | 3.5 | 5.8 | -0.2 | -2.6 | 0.3 | 1024 | 42.8%
CC1(C)C2CCC1(CS(=O)(=O)Nc1ccc(S(=O)(=O)N3CCCC3)cc1)C(=O)C2 (stereo not drawn) | 0.16 | 1355 | 0.00163 | -0.0738 | 0.348 | -0.343 | i | 1.1 | 1.6% | i | 2.0 | 2.3 | 9.6 | 4.6 | 9.0 | 2.9 | 1098 | 2.0%
CN(C)C(=O)CN1CCN(Cc2nc(CC3CC3)no2)CC1 | 0.19 | 998 | -0.69 | -0.233 | -0.399 | 0.676 | . | . | -1.4% | i | . | . | . | . | . | -0.8 | 1344 | -7.1%
N#Cc1c(NC(=O)c2ccc(Cn3cc(Br)cn3)o2)sc2c1CCCCCC2 | -0.19 | 1407 | -0.603 | -0.148 | -0.747 | -0.337 | i | 6.1 | 5.2% | i | 2.4 | 2.5 | 6.4 | 12.0 | 19.0 | 0.7 | 1026 | 4.3%
COc1ccc(NC(=O)c2ccc(C#CC(C)(C)O)cc2)cc1 | 0.27 | 1471 | -0.76 | -0.0308 | -0.55 | 0.309 | i | 4.7 | -0.6% | i | 2.9 | 3.0 | 3.4 | -9.7 | 25.6 | -0.5 | 1095 | -1.6%

Not a hit list; about 4.2% have a hit in one of these screens.
